Source: PubChem BioAssay
MLLE-PAM2 inh: inhibitors of PABP1 MLLE–PAM2 peptide binding, primary screen, biochemical, fluorescence polarization, FITC-PAM2, GST-MLLE. Polyadenylate-binding protein 1 (Homo sapiens), P11940. inhibition, % at 20 µM. 0.36% of 360,000 active; in the data active = inhibition above about 35%, passing the limit was not always enough;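 also: plate controls were DMSO wells with GST-MLLE for no effect and wells lacking GST-MLLE protein for full effect; some results filed as inactive read as strong as hits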
Neddyl block: inhibitors of cullin neddylation, primary screen, biochemical, TR-FRET, uHTS, NAE and Ubc12 | NEDD8-conjugating enzyme Ubc12 (Homo sapiens) + NEDD8-activating enzyme E1 regulatory … | calls only at 25 µM | 0.58% of 360,000 active | AID 651699, 2012; in the data active = inhibition above about 36%
Rin1 Abl inh: inhibitors of Rin1-Abl protein binding, primary screen, biochemical, TR-FRET; inhibition, % at 7.35 µM; AID 588664, 2011; 0.4% of 360,000 active; Tyrosine-protein kinase ABL1 (Homo sapiens) + Ras and Rab interactor 1 (Homo sapiens), …; in the data active = inhibition above about 5%, passing the limit was not always enough
FAS-TE inh: FAS thioesterase domain inhibitors, primary screen, biochemical, fluorescence intensity, uHTS | Fatty acid synthase (Homo sapiens), P49327 | recombinant FAS-TE, OMFH fluorogenic substrate, fluorescence endpoint | inhibition, % at 15 µM | 0.67% of 360,000 active | AID 602261, 2012;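 active = compounds whose normalised, plate-corrected inhibition of enzyme fluorescence in the single-dose primary screen is 50% or more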;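 also: 0% = DMSO with enzyme and 100% = substrate without enzyme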
bovine MsrA act: bovine MsrA enzyme activators, primary screen, biochemical, absorbance, HTS; purified bovine MsrA, absorbance read-out; activation, % at 10.6 µM; 0.3% of 360,000 active; in the data active = activation above about 7.5%;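 also: 0% = vehicle and 100% = reference activator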
E coli Lon inh: inhibitors of E. coli Lon protease, primary screen, biochemical, fluorescence polarization | P0A9M0 | purified E. coli Lon protease | inhibition, % at 7.94 µM | 0.42% of 360,000 active; in the data active = inhibition above about 13%, passing the limit was not always enough;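 also: 0% = enzyme with probe and DMSO and 100% = no enzyme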
Tb MetRS inh: T. brucei MetRS inhibitors, primary screen, biochemical, luminescence | methionyl-tRNA synthetase (Trypanosoma brucei brucei) | purified T. brucei MetRS, ATP depletion, Kinase-Glo luminescence | 0.4% of 360,000 active | inhibition, % at 11.9 µM;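 active = inhibition above a per-plate cutoff of the control wells' mean inhibition plus 3 SD, cut at about 5.5% in these data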;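 also: 0% = DMSO wells median and 100% = median of wells with control inhibitor compound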
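Measured by: Kinase-Glo luciferase luminescence reporting remaining unconsumed ATP. Material: purified T. brucei MetRS enzyme. Doses: 11.9 µM compound single dose, 0.9% DMSO. Medium: HEPES buffer containing pyrophosphatase, BSA, spermine, DTT. Times: 15 min preincubation, 2 h reaction, all 25 °C. Reagent: methionine, ATP and bulk E. coli tRNA.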
MsrA inhibitor: bovine MsrA enzyme inhibitors, primary screen, biochemical, absorbance, HTS | purified bovine MsrA, absorbance read-out | inhibition, % at 15.5 µM | 0.75% of 360,000 active | AID 651718, 2012; in the data active = inhibition above about 4.5%;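 also: 0% = vehicle wells with enzyme and 100% = reference inhibitor wells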
CSN deneddyl inh: inhibitors of CSN-mediated cullin deneddylation, primary screen, biochemical, fluorescence polarization, uHTS | AID 651999, 2013 | COP9 signalosome complex subunit 5 (Homo sapiens), Q92905 | inhibition, % at 12.5 µM | 0.38% of 360,000 active | Purified CSN, SCF-Nedd8-OG deneddylation;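 active = pattern-corrected inhibition above about 35%, with an unprinted fluorescence ratio check between 0.5 and 1.5, limit read from the data, passing the limit was not always enough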;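 also: 0% = enzyme with substrate and 100% = substrate without enzyme; some results filed as inactive read as strong as hits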
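Test system: purified human Csn5 enzyme expressed in HEK293T cells. Amount: 0.24 nM enzyme. Reagent: SCFSkp2-Nedd8OG substrate at 10 nM final. Schedule: 90 min incubation of compound, enzyme and substrate at room temperature. Detection: fluorescence polarization. Read-out: % inhibition of substrate cleavage by Csn5.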
The depositor's hits bear a star; i = inactive; · = no result given; + = active, no number.

Structure | MLLE-PAM2 inh | Neddyl block | Rin1 Abl inh | FAS-TE inh | bovine MsrA act | E coli Lon inh | Tb MetRS inh | MsrA inhibitor | CSN deneddyl inh
NC(=O)C(c1ccccc1)c1ncc(C(F)(F)F)cc1Cl (configuration not stated) | -4 | i | 2 | -9 | -8 | 1 | -1.6 | -0.7 | -4
COc1ccc(C2(c3ccc(OC)cc3)NC(=O)N(CC(=O)Nc3ccc(C(N)=O)cc3)C2=O)cc1 | -16 | i | 0 | 0 | -2 | -8 | 0.1 | -0.1 | 3
COC(=O)Nc1ccccc1C(=O)N1CCN(c2ccc(C)cc2)CC1 | 2 | i | 1 | -6 | 4 | 5 | -1.1 | 0.3 | 1
Cc1ccc2nc(SC(C)C(=O)NC3CCCc4ccccc43)[nH]c2c1 (configuration not stated) | -3 | i | -1 | 11 | -5 | 1 | -0.6 | 0.3 | -9
CCCc1ccc(C2=Nn3c(nnc3C(C)C)SC2)cc1 | 35 | i | 4 | -4 | -4 | 1 | -0.2 | · | 1
Cc1cc(NC(=O)CN2C(=O)NC(CCc3ccccc3)C2=O)no1 (configuration not stated) | -11 | i | 0 | -2 | 1 | -5 | -0.3 | -0.7 | -4
NC(=O)c1cc([N+](=O)[O-])ccc1NCc1ccc(O)cc1 | -4 | i | 1 | -2 | -4 | -4 | 0.6 | 2.1 | 1
CC(=O)c1ccc(N2Cc3ccccc3C3(CCOCC3)C2=N)cc1 | -4 | i | 0 | -4 | -3 | -6 | -0.5 | -1.1 | -5
CCn1c(=O)cc(SCC(=O)NCc2cccnc2)c2ccccc21 | 6 | i | -29 | -7 | -2 | -2 | 0.1 | 1.4 | -2
Cc1cccc(-c2nc(CS(=O)CC(=O)NCCCSC3CCCCC3)c(C)o2)c1 (configuration not stated) | 6 | i | -2 | 8 | -2 | 3 | -0.2 | -0.4 | -3
COCCSc1nnc(NC(=O)C2CC(=O)N(c3ccccc3)C2)s1 (configuration not stated) | 10 | i | 4 | 1 | -6 | -11 | -0.1 | -0.3 | -1
Cc1sc(NC(=O)CN2CCCC2)nc1-c1ccc2c(c1)CCN2C(=O)c1ccc(F)cc1 | -22 | i | 2 | -1 | 12* | 1 | -0.1 | -1.2 | 0
Cc1cc2c(cc1C)-c1nnnn1C(N1CCC(Cc3ccccc3)CC1)C(=O)N2 (configuration not stated) | · | i | · | · | · | · | -0.3 | -1.1 | 0
Cc1ccc(CNC(=O)C2CCCN(c3nc(C)cc(C)n3)C2)cc1 (configuration not stated) | 1 | i | 3 | -4 | 0 | -8 | -0.2 | 1.0 | 6
CCCCN(C=O)c1c(CC)nc2ccc(C(=O)NCCc3ccccn3)cn12 | 1 | i | -1 | -7 | -1 | -4 | -0.1 | -0.4 | -3
COCCCn1c(SCC(=O)Nc2ccc(C(=O)OC)cc2)nc2ccccc2c1=O | -5 | i | 1 | 13 | 0 | -2 | 0.7 | -0.9 | 2
COc1ccc(C(C)(NC(C)=O)c2nc(-c3cccc4cccnc34)cs2)cc1 (configuration not stated) | -4 | i | -6 | 2 | 0 | 3 | -0.2 | -0.8 | -2
O=C(c1ccc(Cl)c([N+](=O)[O-])c1)N(Cc1ccc(Cl)cc1)C1CCS(=O)(=O)C1 (configuration not stated) | 7 | i | -5 | 46 | -3 | 6 | -0.4 | -1.1 | -2
COc1ccc(C(=O)NC(=O)N2CCCCC2)cc1 | 11 | i | -2 | -7 | -5 | -2 | -2.1 | 0.3 | -3
CC1(C(=O)O)CCC(C(=O)NNC(=O)c2ccccc2Cl)C1(C)C (configuration not stated) | 10 | i | -1 | -4 | 0 | 8 | -0.4 | 0.7 | 0
COC(=O)c1[nH]c2ccc(C)cc2c1NC(=O)CCN1CCN(Cc2ccc3c(c2)OCO3)CC1 | 5 | + | -2 | -7 | -1 | 1 | 0.1 | 2.7 | 2
CS(=O)(=O)Nc1ccc(C(=O)NCc2ccc3c(c2)OCO3)cc1 | -4 | i | 6 | -6 | -4 | -5 | -0.6 | -0.1 | -1
Oc1ccc(-c2nc3ccccc3s2)c(O)c1 | 13 | i | -25 | 8 | -4 | -5 | -0.3 | 1.1 | 0
Cc1cccc(C(=O)NCC(=O)NC2CCN(Cc3ccccc3)CC2)c1 | -11 | i | -1 | -4 | -2 | 12 | -0.7 | 0.6 | -5
O=C(c1ccccc1)n1nnc2ccccc21 | 20 | i | -1 | 17 | -4 | -2 | -0.3 | -0.8 | 2
O=C1CCCC/C1=C\Nc1ccccc1C(=O)O | 10 | i | -1 | -5 | -5 | -4 | -0.6 | 1.7 | 2
CN(C)CCCN(C(=O)c1ccc(S(=O)(=O)N2CCc3ccccc32)cc1)c1nc2c(Cl)cccc2s1 | 3 | i | -5 | 24 | -7 | -1 | -0.8 | 0.1 | 1
O=C(OCCNc1ccc(C(F)(F)F)cc1[N+](=O)[O-])c1cc2ccccc2oc1=O | -58 | i | 1 | 9 | -3 | 4 | 0.2 | -1.1 | 95*
COc1ccccc1Nc1nc(-c2cccs2)cs1 | 2 | i | -1 | 10 | -14 | -13 | -0.9 | 0.0 | 12
CC(=O)c1ccc(N2CCN(C(=O)CN(C)S(=O)(=O)c3cnc[nH]3)CC2)cc1 | 11 | i | 3 | -8 | -1 | -3 | -0.9 | 2.4 | -3
Cc1cccc(C(=O)N2CCC[C@H]2C(=O)N2CCC[C@H]2C(=O)NCc2ccncc2)c1 | · | i | · | -12 | -2 | -7 | 0.0 | -1.1 | -8
O=C(NCc1ccccc1)C1=C[C@H](c2ccc(Br)cc2)C[C@H](OCc2ccc(CO)cc2)O1 | -8 | i | 0 | 15 | -1 | 6 | -0.2 | -0.7 | 1
Cc1sc(-n2cccc2)c(C(=O)O)c1C | 14 | i | -2 | -10 | -7 | -6 | -0.1 | -1.0 | 5
Cc1ccccc1NC(=O)c1sc(Cl)nc1C | 22 | i | -4 | -10 | -2 | 0 | 0.6 | 1.0 | 1
NC(=O)C1(NC(=O)[C@@H]2CC3(CC(c4cccc(NC(=O)[C@@H]5CCC(=O)N5)c4)=NO3)CN2C(=O)Cc2ccc(Cl)cc2)CC1 (some centres not stated) | 4 | i | 0 | -8 | -1 | 3 | -0.1 | -1.0 | 0
CC(=O)Nc1ccc(N=Cc2ccc(OCc3ccccc3)cc2)cc1 | 15 | i | 0 | 2 | -5 | -13 | -0.1 | 1.7 | -13
O=C(CSc1nccn1Cc1ccccc1)Nc1ccccc1 | -5 | i | -4 | -1 | -2 | 8 | -0.2 | 1.0 | -1
N#C/C(=C\c1ccc(O)c(O)c1)C(=O)N1CCCC1 | 10 | i | 0 | -3 | -5 | -5 | -0.2 | 1.3 | 1
COCC(=O)Nc1ccccc1Br | 13 | i | -1 | -9 | -7 | -2 | -0.2 | 0.1 | -17
CC(=O)Nc1cccc(NC(=O)CSc2nc(=O)n(CCN3CCOCC3)c3c2CCCC3)c1 | 8 | i | 3 | -7 | -3 | -2 | 0.2 | 0.3 | 0

For reference, part of the list above.
Structure | MLLE-PAM2 inh | Neddyl block | Rin1 Abl inh | FAS-TE inh | bovine MsrA act | E coli Lon inh | Tb MetRS inh | MsrA inhibitor | CSN deneddyl inh
O=C(CSc1nccn1Cc1ccccc1)Nc1ccccc1 | -5 | i | -4 | -1 | -2 | 8 | -0.2 | 1.0 | -1
N#C/C(=C\c1ccc(O)c(O)c1)C(=O)N1CCCC1 | 10 | i | 0 | -3 | -5 | -5 | -0.2 | 1.3 | 1

Other entries
Structure | MLLE-PAM2 inh | Neddyl block | Rin1 Abl inh | FAS-TE inh | bovine MsrA act | E coli Lon inh | Tb MetRS inh | MsrA inhibitor | CSN deneddyl inh
COC(=O)c1ccc(COc2ccc3c4c(c(=O)oc3c2)CCC4)o1 | -8 | i | 1 | 11 | 6 | -3 | -0.6 | -1.2 | 3
O=C(c1ccco1)N1CCN(c2ncnc3scc(-c4ccccc4)c23)CC1 | -13 | i | -1 | 9 | 6 | -10 | -0.2 | -0.1 | -4
CC(C)(C)NC(=O)NC(=O)COC(=O)c1cccc(NS(=O)(=O)c2ccc(F)c(F)c2)c1 | -9 | i | -2 | 4 | -5 | -6 | 0.0 | -1.8 | 1
CC(C)C[C@@H](CNCC(=O)[C@H](CC(C)C)NC(=O)c1[nH]cnc1C(=O)N[C@@H](C)CN)NC(=O)c1nc[nH]c1C(=O)N[C@@H](CC(=O)O)C(=O)O | 9 | i | -3 | -8 | -1 | 7 | 0.2 | -0.8 | -2
Cc1csc(=O)n1CC(=O)OCC(=O)Nc1ccc(C(N)=O)cc1 | 3 | i | 3 | -5 | -1 | -2 | -0.3 | -0.2 | 6
Cc1ccc(OCC(=O)N(Cc2nnc(-c3ccccc3Cl)o2)C2CC2)cc1C | -2 | i | -1 | 6 | -1 | -3 | -0.1 | -0.2 | -5
Cc1cc(C(=O)NCCN2C(=O)S/C(=C\c3cccs3)C2=O)ccc1[N+](=O)[O-] | -1 | i | 1 | 45 | -11 | -5 | -0.8 | -0.2 | 3
CC1CCCCC1NC(=O)c1nnc(Cc2ccc(Cl)cc2)o1 (configuration not stated) | 7 | i | 2 | 4 | -1 | -5 | -1.5 | -0.1 | 0
COc1ccc(/C=N/O)cc1COc1ccc(NC(C)=O)cc1 | 0 | i | 1 | -10 | -2 | -6 | -0.6 | 1.2 | -7
O=C(O)c1ccccc1N1C(=O)C2C3CCC(C3)C2C1=O (configuration not stated) | -6 | i | -1 | -3 | -1 | -4 | -0.2 | 1.1 | -11
NC(=O)c1ccccc1NC(=O)/C=C/c1ccccc1 | 16 | i | 1 | -6 | -3 | -5 | -1.1 | -0.5 | -4
Cn1c(SCC(=O)NCC2CCCO2)nnc1-c1c[nH]c2ccccc12 (configuration not stated) | -8 | i | -5 | -1 | 0 | -1 | 3.1 | -1.8 | 3
O=C(NCc1ccccc1Cl)c1csc([C@@H]2O[C@H](CO)[C@@H](O)[C@H]2O)n1 | -4 | i | 0 | -9 | -2 | -4 | -0.3 | 0.0 | -6
Cc1nn2c(NCCCN(C)C)c3c(nc2c1-c1ccccc1)CCCC3 | -2 | i | -1 | 8 | -4 | 1 | -0.3 | -1.3 | 1
CNC[C@H]1Oc2c(NS(=O)(=O)c3ccc(OC)cc3)cccc2C(=O)N([C@H](C)CO)C[C@H]1C | -24 | i | 1 | -14 | -1 | -25 | -0.3 | 0.0 | 2
CC[C@]1(c2ccccc2OC)C(=O)N(C(=O)OC)N1C(=O)OC | -7 | i | 2 | -3 | 2 | -3 | 0.3 | -0.4 | -2
CN(c1ccccc1)S(=O)(=O)c1cccc(NC(=O)Cc2ccc(Cl)cc2)c1 | 7 | i | -1 | 42 | -3 | 0 | -0.1 | 0.2 | -2
